NCOA3 inh – inhibitors of human steroid receptor coactivator 3 (SRC3); inhibition, % at 3.6 µM; HEK293 GAL4-SRC3 luciferase reporter, luminescence; AID 588352; 360,000 compounds, 0.17% hits; Q9Y6Q9;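 active = inhibition above a per-campaign cutoff, the mean of all compounds plus 3 SD, cut at about 60% in these data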;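 also: 0% = DMSO-treated cells and 100% = gossypol-treated cells at 36 µM; higher means less SRC3-driven luciferase light from the GAL4 reporter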
TROY NFkB inh – TROY signaling inhibition; 360,000 compounds, 0.98% hits; inhibition, % at 10 µM; AID 1347056; Q293 LMP1-TROYcd NF-kB luciferase reporter, 4 h;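 active = compounds whose plate-normalised and pattern-corrected inhibition of the luciferase reporter signal at the single screening dose is 50% or more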
LRH-1 inv ag – NR5A2 inverse agonism in reporter assay. HEK293T StAR-luciferase reporter, LRH-1 transfected, 24 h. inhibition, % at 3.6 µM. 360,000 compounds, 0.13% hits. AID 602396;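 active = inhibition above the mean inhibition of all tested compounds plus 3 SD, cut at about 73% in these data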;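 also: 0% = DMSO wells and 100% = reporter-only cells lacking LRH-1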
Exocytosis inh – lytic granule exocytosis inhibition; TALL-104 LAMP-1 surface exposure, flow cytometry; cells stimulated with thapsigargin and PMA; inhibition, % at 10 µM; 360,000 compounds, 0.66% hits; AID 651702;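 active = inhibition above about 55%, limit read from the data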
TWEAK Fn14 block – inhibitors of TWEAK-Fn14 interaction signaling | TWEAK-stimulated Fn14 reporter cells, luciferase luminescence, 8 h | inhibition, % at 10 µM | 360,000 compounds, 2% hits; in the data active = inhibition above about 50%
SRC2 inh – human SRC2 (NCOA2) inhibition; Q15596; HEK293 GAL4-SRC2 luciferase reporter, luminescence; inhibition, % at 9 µM; 370,000 compounds, 0.17% hits; AID 651957;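 active = inhibition above the mean inhibition of all tested compounds plus 3 SD, set per campaign, cut at about 52% in these data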;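 also: 0% = DMSO treated cells and 100% = cells given Gossypol at 36 µM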
SRC1 inh – inhibits human SRC1 coactivator; inhibition, % at 3.6 µM; HEK293 GAL4-SRC1 luciferase reporter, luminescence; 360,000 compounds, 0.12% hits;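 active = inhibition above the campaign mean plus 3 SD, with each screening campaign given its own cutoff, cut at about 60% in these data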;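 also: 0% = DMSO treated cells and 100% = gossypol at 36 µM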
TLR9-MyD88 inh – inhibitors of human TLR9-MyD88 binding | inhibition, % at 4.98 µM | Q9NR96+Q99836 | 340,000 compounds, 0.21% hits | CHO BLA complementation TLR9-MyD88, CCF4 FRET ratio;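 active = inhibition above the mean over all tested compounds plus 3 SD, cut at about 21% in these data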;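 also: 0% = DMSO only wells and 100% = clavulanate BLA inhibitor control wells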
ABHD5 PLIN5 PPI – ABHD5-PLIN5 protein interaction inhibition; 360,000 compounds, 0.78% hits; Split G. princeps luciferase complementation, luminescence, 4 h; inhibition, % at 4 µM;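 active = inhibition above the mean inhibition across every tested compound plus 3 SD, cut at about 22% in these data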;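 also: 0% = DMSO only wells and the 100% control is not disclosed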
Target sequence (Q00G26 whole entry, looked up): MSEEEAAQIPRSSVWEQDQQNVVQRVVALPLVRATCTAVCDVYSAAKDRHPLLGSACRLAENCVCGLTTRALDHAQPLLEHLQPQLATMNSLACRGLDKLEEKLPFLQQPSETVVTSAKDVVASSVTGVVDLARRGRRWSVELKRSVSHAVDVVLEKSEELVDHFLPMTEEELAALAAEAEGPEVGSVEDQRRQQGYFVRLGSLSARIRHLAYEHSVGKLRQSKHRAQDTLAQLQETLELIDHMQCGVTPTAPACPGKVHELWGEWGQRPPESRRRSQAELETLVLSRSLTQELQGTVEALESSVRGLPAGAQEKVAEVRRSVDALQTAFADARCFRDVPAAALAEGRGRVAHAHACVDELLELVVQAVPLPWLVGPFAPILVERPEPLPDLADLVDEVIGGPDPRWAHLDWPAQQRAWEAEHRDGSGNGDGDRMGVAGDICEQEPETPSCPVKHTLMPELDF
Target sequence (Q8WTS1 whole entry, looked up): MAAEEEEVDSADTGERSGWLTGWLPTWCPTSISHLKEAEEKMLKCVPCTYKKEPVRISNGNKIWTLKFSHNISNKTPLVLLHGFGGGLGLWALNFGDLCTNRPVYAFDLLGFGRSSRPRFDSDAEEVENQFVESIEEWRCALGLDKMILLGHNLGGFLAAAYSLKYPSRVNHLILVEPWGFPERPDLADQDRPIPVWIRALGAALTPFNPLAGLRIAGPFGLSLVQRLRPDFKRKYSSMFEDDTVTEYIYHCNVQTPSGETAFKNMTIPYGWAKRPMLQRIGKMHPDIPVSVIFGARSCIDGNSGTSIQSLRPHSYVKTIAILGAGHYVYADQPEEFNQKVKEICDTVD
NOD2-RIPK2 inh – NOD2-RIPK2 protein interaction inhibition; O43353; CHO BLA complementation NOD2-RIPK2, CCF4 ratio; inhibition, % at 4.98 µM; 360,000 compounds, 0.38% hits; AID 624267; in the data active = inhibition above about 21%;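 also: 0% = vehicle only and 100% = reference blocker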
COUP-TFII inh – blocks human COUP-TFII nuclear receptor | inhibition, % at 8.6 µM | 370,000 compounds, 0.7% hits | P24468 | HEK293T NGFI-A luciferase reporter, luminescence | AID 686940;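 active = inhibition above a per-plate cutoff, mean inhibition of test wells between control levels plus 3 SD, cut at about 38% in these data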;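 also: cells cotransfected with COUP-TFII expression vector driving the NGFI-A reporter; 0% = median of COUP-TF2 test wells and 100% = reporter-only cells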
* marks the source's active call; other numbers are inactive results; x = no result given. This is a subset (hit frequency here may not be typical).

SMILES	NCOA3 inh	TROY NFkB inh	LRH-1 inv ag	Exocytosis inh	TWEAK Fn14 block	SRC2 inh	SRC1 inh	TLR9-MyD88 inh	ABHD5 PLIN5 PPI	NOD2-RIPK2 inh	COUP-TFII inh
Cc1nnsc1Sc1ccccn1	-13	5	2	-1	0	7	-23	1	-1	-7	5
O=C(CC1C(=O)NCCN1Cc1cccc(C(F)(F)F)c1)NCCc1cnccn1 (stereo unspecified)	-8	12	6	5	19	3	-20	-6	1	1	-19
Cc1cccc(OCc2nnc(SCC(=O)O)n2Cc2ccccc2)c1	-5	-3	-4	-9	27	8	-10	5	-1	-10	-6
CCCC[N+](C)(C)CCC(=O)NC(C)(C)CS(=O)(=O)[O-]	-8	4	0	-1	1	-16	-8	-1	0	-11	7
O=C(Nc1c2c(nn1-c1ccccc1)CS(=O)(=O)C2)C1CCCC1	16	-8	-2	-1	-2	-48	-8	-8	5	-9	-7
Cc1ccc2c(c1)Sc1c(ccc3ccccc13)N2	-98	-8	-104	-4	34	-44	-117	8	-4	11	-42
COc1ccc(Cl)cc1NC(=O)CSC1=NN2CCCC(=O)N=C2S1	-16	13	3	-5	10	1	9	-4	10	8	23
COc1ccc(CN2CCN(c3ccc(F)cc3)CC2)c(OC)c1OC	7	19	9	3	6	12	-2	3	-1	9	15
Cc1ccc(C(=O)Nc2cccc(-c3ccc(N4CCOCC4)nn3)c2)cc1[N+](=O)[O-]	-51	-28	-47	1	-19	-52	-78	3	-2	-2	-8
CSc1ncc(Cl)c(C(=O)Nc2cccc3ccccc23)n1	11	8	4	24	-15	2	-7	-6	-1	-12	1
Cc1ccc(N2NC(=O)/C(=C/c3ccc(-c4ccc(Cl)c(C(=O)O)c4)o3)C2=O)cc1	0	18	-2	-2	6	-21	4	5	1	-3	-3
O=C(COc1ccccc1)OCC(=O)c1ccc(O)cc1O	1	-12	5	-2	-2	-10	-24	6	4	-4	8
COc1ccc(NC(=O)c2ccc3c(c2)CCN3S(C)(=O)=O)cc1	-12	-16	-4	9	-35	-28	3	2	4	3	-7
O=C(NCc1cccc(Cl)c1)c1cnn2c1NC(c1ccco1)CC2C(F)(F)F (stereo unspecified)	-13	-14	-27	-1	-5	7	9	-12	0	3	10
CCOC(=O)c1nnn(-c2nonc2N)c1CSc1ccc(C)cc1	-28	11	6	0	27	-19	-9	-10	-3	8	-4
CCCn1cnnc1CNC(=O)C1CCC(=O)N(CCc2ccc(OC)cc2)C1 (stereo unspecified)	2	-3	-1	2	18	-6	6	1	-13	2	-15
COC(=O)C1=C(C)NC(=O)C1(Nc1ccc(Cl)cn1)C(F)(F)F (stereo unspecified)	26	9	19	-2	18	-30	15	0	-4	-1	3
CC(NCc1ccco1)C(=O)N1CCc2ccccc2C1 (stereo unspecified)	12	6	-7	-4	-7	-5	4	7	5	-6	-3
OCC[C@H]1C[C@H](O)[C@@H](O)[C@@]2(CCCO2)O1	5	-12	0	7	-1	-22	-11	-11	-3	0	3
COc1ccccc1CNc1nc(NCC2CC2)nc2ccsc12	4	20	2	3	4	16	-3	x	9	9	47*
COc1ccc(N2CC(C(=O)N[C@@H](CC(C)C)C(=O)NC3CCCC3)CC2=O)cc1 (stereo partly specified)	-4	-14	-8	-10	-4	-13	-10	-10	-2	-6	14
Cc1cccc(CNC(=O)c2ccc3c(c2)N(C)CCS3)c1	1	-13	-17	4	-15	-22	4	1	-7	2	-13
CCN1CCN(C(CNS(=O)(=O)c2ccccc2)c2ccccc2)CC1 (stereo unspecified)	-10	-4	17	-6	2	-5	-29	8	0	5	-1
CCOc1ccccc1C(=O)NCC(=O)Nc1ccc2c(c1)OCO2	7	-15	2	8	-11	-9	-12	-11	1	-5	5
Cc1ccc(C(=O)NCCc2c[nH]c3ccccc23)c(C)c1	-131	-38	-60	12	-10	-90	-83	-2	-2	-8	-44
S=c1[nH]c(-c2ccccc2)cs1	-19	-35	-55	-1	-22	-31	-65	-7	-5	2	0
COC(=O)Cc1ccc(NC(=S)NCc2ccc(Cl)cc2)cc1	10	-4	-16	-4	-24	-20	-5	-10	-1	6	7
Cc1ccc2occ(-c3nn[nH]n3)c(=O)c2c1	-4	2	5	5	-1	10	18	-3	-4	-1	10
CCCCC1=CC2=C(c3ccco3)C(=O)C(C)(OC(=O)c3ccc(OC)cc3)C(=O)C2=CN1Cc1ccc2c(c1)OCO2 (stereo unspecified)	-12	-16	-48	-4	15	x	0	-5	8	-4	x
O=C(CN1C(=O)NC2(CCCC2)C1=O)NCc1cccc(Cl)c1	9	17	19	5	-11	-22	-10	2	-2	1	-13
Cc1ccc(C)c(Cn2nc3c4ccccc4n(Cc4ccccc4)cc-3c2=O)c1	18	-10	7	15	-4	-38	-6	-2	-7	-4	11
COCCNc1c(-c2ccc(O)cc2)nc2ccc(Cl)cn12	-65	-40	-68	-1	3	-38	-22	1	14	1	-38
CC(=O)Nc1ccc2nc(-c3cccs3)[nH]c2c1	-29	-22	-80	-1	-21	-39	-58	10	2	14	-18
CCOC(=O)C1=NN2C(O)C3(C)CC(C(=O)OCC)=NN3C(O)C2(C)C1 (stereo unspecified)	-15	3	2	-13	-2	19	4	1	-3	-12	12
CC(C)Cn1c2c(c(=O)[nH]c1=O)C(C(F)(F)F)(C(F)(F)F)N=C(CCC1CCCCC1)N2	10	-12	19	18	-6	13	8	-8	0	-7	-4
COc1nc(NCc2cccnc2)nc(OC)n1	-6	-3	1	-2	11	-2	4	-1	6	-25	-6
Cc1ccc(C)c(N(CC(=O)N(C)C)S(C)(=O)=O)c1	5	-13	-1	-2	9	-15	-57	3	-4	-4	10
CCn1c(SCC(=O)NCC2CCCO2)nnc1-c1ccc(Cl)cc1 (stereo unspecified)	20	-13	6	1	-7	-28	18	2	13	-4	22
CC(Sc1nnc(N)s1)C(=O)Nc1ccc(N2CCOCC2)cc1 (stereo unspecified)	-7	6	-2	0	29	3	1	-16	5	-11	-7
Fc1ccc(CNc2ncccn2)cc1	-12	-2	-5	-2	15	-2	4	7	-2	-9	-15
COc1ccc(Nc2nc(NCc3ccco3)nc(N/N=C/c3ccc(O)cc3)n2)cc1	17	-10	0	8	28	-7	-6	-8	-5	-12	1
CCN1C(=C2C(=O)c3ccccc3C2=O)C=Cc2ccccc21	-27	-24	-21	-1	-4	-28	-26	8	-1	-10	-9
O=C(O)c1cc(O)ccc1NC(=O)c1cccc2ccccc12	-22	13	-13	6	-1	7	-12	1	5	-8	-7
S=C(NCC1CCCCC1)Nc1cccnc1	3	-37	-15	-3	10	2	16	-4	9	-10	3
OC(CNc1nc(C(F)(F)F)nc2ccccc12)c1ccccc1 (stereo unspecified)	-24	-17	-12	13	38	22	13	-8	-4	0	1
COCC(=O)NC1(c2nnnn2CCOC(=O)Nc2ccc(Cl)cc2)CCCCC1	9	-19	2	0	-32	-14	-9	7	1	-2	16
O=C(OCC(=O)N1CCN(c2ccccc2)CC1)c1ccc(Cl)nc1	6	-6	-11	-3	2	8	-2	-7	-10	5	-2
CC(C)CCCN1C(Nc2ccccc2)=NC[C@@H]1C	-11	-2	-19	6	9	13	4	4	1	1	-3
COc1ccc(CN2CCN(Cc3c[nH]c4ccccc34)CC2)cc1	-10	-24	4	31	19	13	-2	0	7	-4	-14
Cn1c(CSc2nc3ccccc3s2)nnc1SCC(=O)NCCCN1CCOCC1	13	6	17	-1	3	-14	-6	0	-1	0	-9
COCCNC(=O)CCCn1c(=O)c2ccccc2n(Cc2ccccc2C#N)c1=O	-1	14	-3	0	12	-10	-14	-7	0	-9	10
COC(=O)COc1ccc(S(=O)(=O)Nc2ccccc2SC)cc1	2	3	-17	0	-21	-13	9	1	5	-10	2
CCN1C(=O)/C(=C\c2nc3ccccc3c(=O)n2CC)c2ccccc21	1	6	-19	3	19	-12	-5	6	4	-8	-6
CSc1nc2cc(C)nn2c(-c2ccccc2)c1C#N	16	-1	9	7	-2	-9	-8	-8	-5	-22	-1
COc1ccc(NC(=O)C(CC(C)C)NC(=O)C2CCC(C)CC2)cc1 (stereo unspecified)	-4	-10	4	-1	16	1	2	-8	6	-21	3
Cc1ccccc1S(=O)(=O)Nc1nc2ccccc2nc1Cl	-1	-12	9	-3	5	-2	3	-4	3	-1	7
O=C(NC1CCCC1)c1ccc(Cl)s1	-1	-23	-16	-1	0	-18	-8	5	-7	3	-24
Cc1cccc(N/C=C(\[N+](=O)[O-])S(=O)(=O)c2ccccc2)c1	9	-18	-1	-1	-34	-16	4	4	3	-4	4
CCOC(=O)C1=C(C)N=c2s/c(=C\c3cccn3C)c(=O)n2C1c1cccc(OC)c1OC (stereo unspecified)	1	18	19	14	25	4	0	-12	-3	-4	18
O=C(Nc1ccc(OCC(F)(F)C(F)F)c(C(F)(F)F)c1)c1ccccc1	-2	43	1	1	14	24	-6	-8	-7	2	-4

A stretch from further up, as a working copy:
SMILES	NCOA3 inh	TROY NFkB inh	LRH-1 inv ag	Exocytosis inh	TWEAK Fn14 block	SRC2 inh	SRC1 inh	TLR9-MyD88 inh	ABHD5 PLIN5 PPI	NOD2-RIPK2 inh	COUP-TFII inh
COc1ccc(NC(=O)C(CC(C)C)NC(=O)C2CCC(C)CC2)cc1 (stereo unspecified)	-4	-10	4	-1	16	1	2	-8	6	-21	3
Cc1ccccc1S(=O)(=O)Nc1nc2ccccc2nc1Cl	-1	-12	9	-3	5	-2	3	-4	3	-1	7
O=C(NC1CCCC1)c1ccc(Cl)s1	-1	-23	-16	-1	0	-18	-8	5	-7	3	-24
Cc1cccc(N/C=C(\[N+](=O)[O-])S(=O)(=O)c2ccccc2)c1	9	-18	-1	-1	-34	-16	4	4	3	-4	4
CCOC(=O)C1=C(C)N=c2s/c(=C\c3cccn3C)c(=O)n2C1c1cccc(OC)c1OC (stereo unspecified)	1	18	19	14	25	4	0	-12	-3	-4	18

Remaining list, next part.
SMILES	NCOA3 inh	TROY NFkB inh	LRH-1 inv ag	Exocytosis inh	TWEAK Fn14 block	SRC2 inh	SRC1 inh	TLR9-MyD88 inh	ABHD5 PLIN5 PPI	NOD2-RIPK2 inh	COUP-TFII inh
Cc1ccc(S(=O)(=O)N2CCOCC2)cc1C(=O)OC1CCCCC1=O (stereo unspecified)	3	-7	-18	-7	0	-3	-16	-3	-1	0	15
COc1ccc(NS(=O)(=O)c2cccc(C(=O)N(C)Cc3ccc(SC)cc3)c2)cc1	1	5	-7	-2	13	17	1	-2	2	-11	-6
CCOC(=O)C1CCN(c2ccc([N+](=O)[O-])cc2)CC1	14	-19	16	-4	-18	11	-44	7	11	-23	-7
CC(=O)/C=C(\C)N=Nc1c(O)[nH]c2ccccc12	-26	-34	-8	1	-8	-22	-27	-3	-6	2	-16
CC(C(=O)Nc1cc(C(F)(F)F)ccc1N1CCOCC1)N1C(=O)C2CC=CCC2C1=O (stereo unspecified)	0	-5	-7	3	-23	-3	9	5	0	-10	-8
O=C(NC1CC1)C1=C[C@H](c2ccccc2)C[C@H](OCc2ccc(CO)cc2)O1	-14	2	-4	-3	-17	-12	-8	-3	5	-1	-3
S=c1[nH]cc2cnccn12	-5	0	-38	5	10	-30	2	8	-12	2	-19
N#Cc1cc(Oc2ccc(Cl)cc2)c(N2CCOCC2)cc1C#N	4	-8	10	0	-35	-13	-24	5	2	14	8
